Compound activity: PubChem, several laboratories
AddAB inh: growth inhibition of E. coli expressing H. pylori AddAB, primary screen, AddAB inhibitor project, absorbance. inhibition, % at 11.9 µM. 330,000 tested, 0.29% active; in the data active means inhibition above about 12%;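 further: 0% = vehicle wells of infected cells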
CAL PDZ FP-1: untagged CAL PDZ binding inhibitors, primary screen, biochemical, fluorescence polarization, HTS; Golgi-associated PDZ and coiled-coil motif-containing protein (Homo sapiens), Q9HD26; purified CAL PDZ, TMR-peptide fluorescence polarization, 1 h; inhibition, % at 24.9 µM; 300,000 tested, 0.92% active; AID 602252, 2012;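 active means mean inhibition of at least 30% with at least half of replicates also reaching 30%; inconclusive means no clear call, values can overlap the other calls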;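 further: 0% = DMSO neutral control and 100% = excess unlabeled competitor peptide PRC23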
CAL PDZ FP-2: CAL PDZ peptide-binding inhibitors, primary screen, biochemical, fluorescence polarization, Cer-tagged CAL PDZ, HTS | Golgi-associated PDZ and coiled-coil motif-containing protein (Homo sapiens), Q9HD26 | purified CAL PDZ, TMR-peptide fluorescence polarization, 1 h | inhibition, % at 20 µM | 330,000 tested, 0.02% active | AID 504414, 2011;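 active means highest replicate inhibition of at least 40%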;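 further: plate controls were DMSO neutral control wells for no effect and unlabeled competitor peptide control wells for full effect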
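Test system: tagged CAL PDZ domain / Buffer or medium: sodium phosphate/NaCl buffer pH 7.4 with TCEP, IgG, Thesit / Reagent: TMR-labelled reporter peptide T*-PRC34 bound in PDZ groove / Compound dosing: single point, 20 µM / Schedule: 1 h incubation at room temperature before polarization reading / Technique: fluorescence polarization (mP) / Benchmarks: unlabelled peptide, DMSO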
phage Ecoli inh: growth loss of phage-infected E. coli, primary screen, RecBCD inhibitor project, absorbance, with phage, HTS. AID 651602, 2012. inhibition, % at 11.9 µM. 360,000 tested, 0.26% active; in the data active means inhibition above about 11%
SR-BI DiI inh: inhibitors of SR-BI mediated HDL lipid uptake, primary screen, ldlA[mSR-BI] cells, fluorescence, single point; Scavenger receptor class B member 1 (Mus musculus), Q61009; ldlA[mSR-BI] CHO cells, DiI-HDL uptake fluorescence, 3 h; inhibition, % at 12.5 µM; 320,000 tested, 0.96% active;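 active means mean replicate inhibition of at least 70% and a set share of replicates each scoring 70 or more; inconclusive means meets just one of the two criteria; inactive means fails both criteria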;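 further: 0% = median of neutral control wells and 100% = median of positive control wells; values of inactives mirror those of a sister screen read the other way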
Target sequence (Q61009 whole entry, looked up): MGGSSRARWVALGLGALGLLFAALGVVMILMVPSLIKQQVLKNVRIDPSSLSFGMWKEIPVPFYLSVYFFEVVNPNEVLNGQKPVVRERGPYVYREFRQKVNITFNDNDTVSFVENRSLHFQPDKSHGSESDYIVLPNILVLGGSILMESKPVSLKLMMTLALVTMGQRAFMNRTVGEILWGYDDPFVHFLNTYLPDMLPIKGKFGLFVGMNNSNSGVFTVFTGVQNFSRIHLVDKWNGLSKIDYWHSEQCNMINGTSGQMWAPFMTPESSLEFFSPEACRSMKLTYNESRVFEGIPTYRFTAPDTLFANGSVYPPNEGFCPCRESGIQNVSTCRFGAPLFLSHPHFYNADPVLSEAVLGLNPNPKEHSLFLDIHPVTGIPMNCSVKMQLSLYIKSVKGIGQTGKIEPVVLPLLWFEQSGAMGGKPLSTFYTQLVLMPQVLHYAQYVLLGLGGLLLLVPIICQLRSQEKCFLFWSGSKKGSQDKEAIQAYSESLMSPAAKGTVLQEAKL
Ecoli viability: E. coli V3065 growth inhibition, primary screen, counter-screen for AddAB inhibitor project, absorbance, OD600. 18 h. inhibition, % at 11.9 µM. 330,000 tested, 0.27% active;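 active means inhibition above the campaign's mean inhibition across all tested compounds plus 3 SD, cut at about 9.9% in these data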;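 further: uninfected addAB+ strain grown without phage in ampicillin broth; 0% = DMSO wells and 100% = ciprofloxacin 0.95 µg/ml wells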
Tat transport: E. coli Tat export inhibitors, primary screen, MC4100, TorA-mCherry reporter, fluorescence, single point; inhibition, % at 10 µM; 340,000 tested, 0.036% active; AID 488895, 2010;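 active means mean replicate inhibition at least 50% and at least half of replicates individually reaching 50%; inconclusive means only one of the two criteria met; inactive means neither criterion met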;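 further: exported cargo escapes ClpAP degradation while cytoplasmic cargo is degraded and loses fluorescence; 0% = median of neutral control wells and 100% = median of NaSCN control wells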
Wnt act: Wnt/beta-catenin pathway activators, primary screen, cell-based, plate reader, single point. Wnt/beta-catenin reporter cell assay, activator. activation, % at 9.35 µM. 300,000 tested, 1.2% active. AID 743398, 2014; in the data active means activation above about 30%, passing the limit was not always enough; inconclusive means no clear call, values can overlap the other calls;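 further: 0% = neutral control wells and 100% = positive control wells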
SR-BI uptake up: activators of SR-BI mediated DiI-HDL uptake, primary screen, ldlA[mSR-BI] CHO cells, DiI fluorescence; 3 h; 100 = double the neutral-control signal; activation, % at 12.5 µM; 320,000 tested, 0.096% active; AID 504775, 2011;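 active means mean replicate activation of at least 60% and every replicate at or above 60%; inconclusive means mean or all-replicate condition met, but not both; inactive means mean below 60% and not all replicates reaching 60%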;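 further: 0% = median plate neutral-control signal and 100% = twice that signal; values of inactives mirror those of a sister screen read the other way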
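Material: SR-BI-overexpressing, LDLR-lacking CHO cells | Dosing: Single compound concentration, delivered by pin transfer | Probe or stimulus: Labelled HDL, 10 µg/mL | Signal: Bottom-read cell fluorescence after medium removal, ex 550/em 595 nm | Schedule: 3 h, 37 °C | Evaluation: HDL uptake via cellular fluorescence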
MITF act: activators of MITF-driven TRPM1 promoter reporter, primary screen, cell-based, SK-MEL-5, luciferase, single point; SK-MEL-5 TRPM1-promoter luciferase, 24 h; % of positive control, neutral wells = 0; activation, % at 12.5 µM; 300,000 tested, 0.75% active; AID 588334, 2011;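 active means mean activation of at least 80% with every replicate also reaching 80%; inconclusive means mean reaches 80% but some replicate falls short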;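 further: 0% = neutral control wells and 100% = parthenolide positive control wells; values of inactives mirror those of a sister screen read the other way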
An asterisk follows results filed as active; ? = inconclusive; · = not tested or not shown. Compounds were not picked by outcome; about 3.6% have a hit in one of these screens.

Results follow in this order: AddAB inh	CAL PDZ FP-1	CAL PDZ FP-2	phage Ecoli inh	SR-BI DiI inh	Ecoli viability	Tat transport	Wnt act	SR-BI uptake up	MITF act
1. O=C(Cn1c(=O)n(CCC(=O)N2CCCCC2)c(=O)c2sccc21)NCc1ccccc1
    0.0	-5	-0.9	-0.4	-9	-0.2	10	-2	9	0
2. CC1CC(C)CN(CCCNC(=O)c2ccc(CS(=O)(=O)Cc3ccccc3F)o2)C1 (centres undefined)
    -0.8	-4	-0.7	2.7	-13	0.0	-2	·	13	5
3. O=C(Nc1ccccc1Cl)c1ccc([N+](=O)[O-])o1
    31*	-3	0.9	8.6	-13	24*	-17	5	13	·
4. COc1ccc(-n2c(C)cc(/C=C3\SC(=S)NC3=O)c2C)cc1
    1.0	-2	-0.4	5.2	-20	-2.5	0	23	20	31
5. Cn1nc(-c2ccc(N3CCOCC3)c(NS(=O)(=O)c3ccccc3)c2)c2ccccc2c1=O
    -1.4	·	-2.7	0.2	3	-3.2	6	3	-3	-7
6. COc1ccc(-n2c3c(cc(C(=O)Nc4ccc(C)cc4)c2=O)C(=O)CCC3)cc1
    1.4	-2	0.6	5.1	44	1.1	-7	·	-44	2
7. O=S(=O)(Cc1nnnn1-c1ccccc1)c1ccc(Cl)cc1
    4.0	0	-3.2	2.0	0	-0.3	-3	3	0	14
8. Cc1cccc(N2O[C@H]3C=CC2CCCC3)n1
    -0.7	-2	-0.4	0.4	0	-2.3	-3	-7	0	64
9. Clc1ccc(-c2nnc(-c3cccc4ccccc34)o2)cc1Cl
    5.2	·	·	-0.3	·	-0.2	·	4	·	·
10. CCN1CCN(C(=O)N(c2ccccc2)c2ccccc2)CC1
    -3.9	-2	-0.9	1.8	-25	-2.2	1	0	25	3
11. CC(=O)c1sc(NC(=O)c2cc(=O)c3ccccc3o2)nc1C
    4.4	-9	-0.7	2.9	17	0.2	-17	7	-17	16
12. COc1ccc(C(CNC(=O)CCNS(=O)(=O)c2ccccc2C(F)(F)F)N2CCOCC2)cc1 (centres undefined)
    ·	·	0.2	0.9	16	·	-8	1	-16	-1
13. CN1CCN(NC(=O)c2ccc(Br)s2)CC1
    -2.6	-8	-1.8	1.1	-13	-1.0	-1	-3	13	-13
14. O=C(Nc1cccc(S(=O)(=O)Nc2ccc(Cl)cc2)c1)c1ccc2c(c1)OCCO2
    2.0	-7	-1.0	8.1	70*	-0.9	11	-1	-70	-12
15. O=C(CS(=O)(=O)c1cn(CC(=O)N2CCOCC2)c2ccccc12)Nc1ccccc1
    0.3	19	-0.3	-0.5	-2	1.1	5	3	2	12

More structures.
Results follow in this order: AddAB inh	CAL PDZ FP-1	CAL PDZ FP-2	phage Ecoli inh	SR-BI DiI inh	Ecoli viability	Tat transport	Wnt act	SR-BI uptake up	MITF act
16. COc1cc(Br)cc(C(c2c(C)n(C)n(-c3ccccc3)c2=O)c2c(C)n(C)n(-c3ccccc3)c2=O)c1O
    0.0	·	·	0.6	·	-0.7	·	2	·	·
17. CC(C)CN(C(=O)COC(=O)/C=C/c1ccccc1)C1CCS(=O)(=O)C1 (centres undefined)
    2.3	·	0.1	0.3	-7	-4.5	0	-2	7	-8
18. CCOn1c(=O)c(-c2cc(OC)ccc2OC)[n+]([O-])c2ccccc21
    1.6	-4	-0.5	3.3	-12	-0.7	-3	0	12	-11
19. Cc1cc(=O)n(Cc2ccccc2)c2c(C)cccc12
    0.6	-7	-0.9	-0.9	25	-1.5	-9	-3	-25	-3
20. Nc1nnc(SCC(=O)Nc2cccc(S(N)(=O)=O)c2)s1
    1.5	-6	0.4	1.4	5	-0.4	1	0	-5	0
21. COc1ccc(Cc2nc3ccc(C(=O)N(C)CCCN4CCOCC4)cc3o2)cc1
    0.7	-3	-0.6	2.5	5	0.8	10	1	-5	-7
22. N#CCN(CC#N)C(=O)C1c2ccccc2Oc2ccccc21
    1.5	-1	-1.1	2.0	-9	-0.4	0	0	9	·
23. Cc1ccc(S(=O)(=O)NCc2ccncc2)cc1C
    5.4	2	-0.1	2.2	-37	2.5	6	-2	37	-17
24. Cc1c(C(=O)N2CCC3(CC2)CC(=O)c2ccccc2O3)cccc1[N+](=O)[O-]
    0.9	-5	-1.0	3.5	-17	-0.8	7	-1	17	-13
25. CCOc1ccc(S(=O)(=O)N2CCCC(C(=O)NC3CC3)C2)cc1Cl (centres undefined)
    0.9	-3	-4.2	4.4	-14	2.5	3	-1	14	-10
26. CC(C)(C)c1cnnn1-c1ccc(NC(=O)c2ccc(Br)o2)cc1
    2.2	-5	-2.5	1.3	66	1.6	-3	·	-66	15
27. COc1ccc(S(=O)(=O)N2CCCN(CCC(=O)Nc3cccc(C(F)(F)F)c3)CC2)cc1
    1.2	?	-3.0	2.6	-24	-0.6	2	·	24	-3
28. CS(=O)(=O)N1CCC(C(=O)NCCc2ccccc2)CC1
    1.9	1	-0.4	0.7	5	-2.0	-8	·	-5	10
29. Cc1cc(C)n2ncc(C(=O)Nc3ccc(Cl)c(Cl)c3)c2n1
    0.9	1	-4.2	6.8	16	-0.3	-9	-4	-16	11
30. O=C(CN1C(=O)C2CC=CCC2C1=O)NCc1cccs1 (centres undefined)
    5.2	-5	0.3	3.3	-12	0.1	-6	·	12	-3

(cont.)
Results follow in this order: AddAB inh	CAL PDZ FP-1	CAL PDZ FP-2	phage Ecoli inh	SR-BI DiI inh	Ecoli viability	Tat transport	Wnt act	SR-BI uptake up	MITF act
31. O=C(O)CCc1n[nH]c(=S)[nH]c1=O
    1.3	·	0.2	2.7	21	-1.6	1	-4	-21	11
32. CC(C)(C)c1ccc(S(=O)(=O)Nc2ccc(C(=O)N3CCCC3)cc2)cc1
    ·	-1	-2.0	-1.2	-1	·	7	1	1	-4
33. CC(OC(=O)COc1ccc(C#N)cc1)C(=O)Nc1ccc(Cl)cn1 (centres undefined)
    0.7	-3	-1.9	2.2	-14	-0.2	-3	0	14	-5
34. COc1ccc(NC(=O)CN2C(=O)C(C)Oc3ccc(C)cc32)cc1 (centres undefined)
    0.7	-1	0.5	2.6	-6	1.8	3	-1	6	1
35. CCOC(=O)c1cnc(SCC(=O)NCc2ccco2)nc1N
    0.2	-4	-0.4	0.9	-35	-0.3	-1	-2	35	·
36. Cc1nc2ccccc2n1C1CC(=O)N(N(C)C)C1=O (centres undefined)
    1.0	-2	-1.5	2.0	7	4.0	7	3	-7	-6
37. Cc1ccc[n+](CC2OCc3ccccc3CO2)c1
    1.1	-2	-0.4	5.0	-29	0.1	0	-4	29	-2
38. Cc1[nH]c2ccc(C(=O)NC3CCC(C)CC3)cc2c1C (centres undefined)
    3.7	2	-1.0	0.3	31	-0.3	-3	28	-31	85*
39. C=CCc1c(C)nc(SC)nc1Nc1ccc(C)cc1
    2.6	0	-1.3	-0.2	1	-0.7	0	·	-1	-3
40. COC(=O)C[N+](C)(C)C/C=C\c1ccccc1
    3.0	1	0.4	4.8	-13	1.9	-5	0	13	-6
41. Cc1ccc(NC(=O)COc2cccc(Oc3ccccc3)c2)cc1S(=O)(=O)N1CCOCC1
    -2.1	-2	-1.9	0.5	43	-2.6	-1	-3	-43	-7
42. COc1ccc(S(=O)(=O)N2CCCC2)c(Cl)c1Cl
    1.7	-2	-3.6	3.6	3	0.6	?	1	-3	16
43. Cc1nn(C)c(C(=O)NNC(=S)NC2CCCCC2)c1Cl
    -1.9	1	-1.7	6.2	-1	-3.1	-3	·	1	-3
44. CCN(CC(=O)Nc1c(F)cccc1F)C(=O)CCN1C(=O)C2CCCCC2C1=O (centres undefined)
    -0.7	0	-1.0	4.9	-2	-0.5	-6	0	2	-7
45. CC(=O)NCC(=O)N1CCC(n2nccc2NC(=O)CCCc2ccccc2)CC1
    ·	19	-0.6	2.1	-12	·	2	4	12	23

The list continues:
Results follow in this order: AddAB inh	CAL PDZ FP-1	CAL PDZ FP-2	phage Ecoli inh	SR-BI DiI inh	Ecoli viability	Tat transport	Wnt act	SR-BI uptake up	MITF act
46. CCOCc1[nH]c(=S)[nH]c(=O)c1Cc1ccc(OCC)cc1
    0.8	-4	0.0	4.1	13	-1.9	3	-1	-13	-6
47. COC(=O)c1nnn(-c2nonc2N)c1CSc1ccccn1
    -0.2	1	-1.3	1.6	-16	-0.8	2	·	16	7
48. CN(C(=O)c1ccc(NC(=O)Cc2cccc(NC(=O)C3CCCN(C(=O)C4CC4)C3)c2)cc1)C1CC1 (centres undefined)
    ·	-6	-0.1	0.7	28	·	-1	-2	-28	5
49. O=C(O)c1ccc(COc2ccccc2/C=C2\NC(=O)N(Cc3ccccc3)C2=O)cc1
    -1.7	-4	-1.1	1.9	-14	-2.4	-4	-3	14	-3

An excerpt from above, reduced to Tat transport.
entry	SMILES	Tat transport
47	COC(=O)c1nnn(-c2nonc2N)c1CSc1ccccn1	2
48	CN(C(=O)c1ccc(NC(=O)Cc2cccc(NC(=O)C3CCCN(C(=O)C4CC4)C3)c2)cc1)C1CC1 (centres undefined)	-1
49	O=C(O)c1ccc(COc2ccccc2/C=C2\NC(=O)N(Cc3ccccc3)C2=O)cc1	-4
